CHRM1 antagonist: human CHRM1 antagonism | actives 1.3% (n = 360,000) | CHO-K1 hM1, Fluo-8 calcium fluorescence, ACh EC80 antagonist | P11229 | inhibition, % at 3 µM;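 active = percent inhibition above its own plate's cutoff, namely the mean of that plate's compound wells plus 3 SD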;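 also: peak over basal fluorescence ratio during 140 s after agonist addition; 0% = ACh EC80 plus DMSO and 100% = DMSO alone without agonist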
M5 antag: blocks acetylcholine activation of human M5 receptor; P08912; CHO-hM5 cells, Fluo-8 calcium fluorescence, ACh EC80; inhibition, % at 3 µM; actives 0.59% (n = 360,000); AID 624040;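 active = inhibition above a per-plate cutoff, the mean of that plate's test compounds plus 3 SD, cut at about 27% in these data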;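 also: 0% = acetylcholine EC80 with DMSO and 100% = DMSO without agonist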
Target sequence (P08912 whole entry, looked up): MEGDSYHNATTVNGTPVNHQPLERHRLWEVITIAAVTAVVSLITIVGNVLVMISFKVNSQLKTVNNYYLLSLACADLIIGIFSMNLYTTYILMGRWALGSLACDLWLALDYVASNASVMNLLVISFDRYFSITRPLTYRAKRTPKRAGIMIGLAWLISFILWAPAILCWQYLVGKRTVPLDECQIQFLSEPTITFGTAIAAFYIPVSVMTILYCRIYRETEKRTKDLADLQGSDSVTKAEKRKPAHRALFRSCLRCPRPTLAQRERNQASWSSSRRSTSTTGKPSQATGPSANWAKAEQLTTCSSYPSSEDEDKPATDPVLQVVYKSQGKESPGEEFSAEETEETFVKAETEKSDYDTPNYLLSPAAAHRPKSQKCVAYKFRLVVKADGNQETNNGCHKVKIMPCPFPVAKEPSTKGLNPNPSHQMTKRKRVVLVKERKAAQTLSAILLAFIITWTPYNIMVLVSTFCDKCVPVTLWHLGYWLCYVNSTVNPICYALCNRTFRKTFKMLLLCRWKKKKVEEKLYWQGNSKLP
CHRM4 agonist: CHRM4 agonism in calcium assay; P08173; CHO-K1 hM4/Gqi5, Fluo-8 calcium fluorescence; vehicle 0%, full acetylcholine response 100%; activation, % at 3 µM; actives 0.14% (n = 360,000); AID 624127;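 active = activation above the run mean over all test wells plus 3 SD, cut at about 32% in these data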;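 also: peak over basal fluorescence ratio per well then scaled between controls; 0% = DMSO wells and 100% = acetylcholine at EC100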
Target sequence (P08173 whole entry, looked up): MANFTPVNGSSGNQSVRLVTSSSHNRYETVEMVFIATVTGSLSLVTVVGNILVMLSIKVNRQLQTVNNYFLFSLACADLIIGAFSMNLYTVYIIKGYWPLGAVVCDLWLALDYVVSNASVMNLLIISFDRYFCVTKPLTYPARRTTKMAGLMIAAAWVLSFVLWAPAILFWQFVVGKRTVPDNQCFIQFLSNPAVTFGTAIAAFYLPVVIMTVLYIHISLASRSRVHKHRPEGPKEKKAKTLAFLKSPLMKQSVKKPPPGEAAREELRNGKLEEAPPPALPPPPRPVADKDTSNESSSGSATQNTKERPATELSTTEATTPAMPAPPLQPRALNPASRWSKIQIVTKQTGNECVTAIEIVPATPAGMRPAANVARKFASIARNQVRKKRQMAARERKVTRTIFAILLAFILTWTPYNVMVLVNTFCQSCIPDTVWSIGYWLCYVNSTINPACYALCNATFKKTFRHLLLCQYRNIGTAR
CHRM1 PAM: potentiates human M1 receptor response to acetylcholine; CHO-K1 hM1, Fluo-8 calcium fluorescence, ACh EC20; 0% = ACh EC20, 100% = maximal ACh; activation, % at 3 µM; actives 0.088% (n = 360,000); AID 588819; in the data active = activation above about 19%, passing the limit was not always enough
CRFR2-BP ag: agonists of human CRF-binding protein/CRF-R2 receptor complex. activation, % at 13.2 µM. HEK293 CRF-R2/CRF-BP, calcium dye fluorescence (FLIPR); percent of saturating CRF peptide response. actives 0.46% (n = 350,000);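 active = activation of at least 50%, plus an integration ratio under a set limit after plate pattern correction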;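 also: plate controls were neutral control wells without compound for no effect and CRF at EC100 for full effect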
CHRM4 antagonist: blocks acetylcholine activation of human M4 receptor | P08173 | AID 624125 | CHO-hM4 cells, ACh EC80, Fluo-8 calcium fluorescence | inhibition, % at 3 µM | actives 0.73% (n = 360,000);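 active = inhibition above its plate's cutoff, the mean inhibition of sample wells plus 3 SD, cut at about 27% in these data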;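 also: 0% = acetylcholine EC80 with DMSO and 100% = DMSO without agonist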
M4 PAM: positive allosteric modulators of human muscarinic M4 receptor; actives 0.4% (n = 360,000); AID 624126; CHO-K1 hM4/Gqi5, Fluo-8 calcium fluorescence, ACh EC20; 0% = ACh EC20, 100% = maximal ACh; activation, % at 3 µM; P08173;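 active = activation above its plate's cutoff, the mean activation of sample wells plus 3 SD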; also: some results filed as inactive read as strong as hits
M5 ag: CHRM5 agonism in calcium assay; actives 0.19% (n = 360,000); activation, % at 3 µM; CHO-K1 hM5 cells, Fluo-8 calcium fluorescence; 0% DMSO wells, 100% maximal acetylcholine response; AID 624037; P08912;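 active = activation above the run's mean over test compounds plus 3 SD, cut at about 23% in these data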;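 also: signal is peak over basal fluorescence ratio across the kinetic read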
M5 PAM: potentiates acetylcholine response at human M5 receptor. CHO-K1 hM5, Fluo-8 calcium, ACh EC20 PAM; 0% = ACh EC20, 100% = ACh EC100. activation, % at 3 µM. actives 0.3% (n = 360,000). AID 624038;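 active = activation above the run cutoff, the mean activation of all test compounds plus 3 SD, cut at about 18% in these data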
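Assay system: CHO-K1 hM5 cells / Incubation: Fluo-8 loading 80 min at 37 °C plus 30 min room temperature / Technique: Fluo-8 calcium dye fluorescence, kinetic read / Repeats: single replicate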
Starred values were filed as active, the others as inactive; . = no result given. Rows are unselected; about 2.8% have a hit in one of these screens.

The first 3 records (preview)
SMILES	CHRM1 antagonist	M5 antag	CHRM4 agonist	CHRM1 PAM	CRFR2-BP ag	CHRM4 antagonist	M4 PAM	M5 ag	M5 PAM
COc1cc(OC)c(/C=N/NC(=O)c2ccncc2)c(OC)c1	-1.9	16.0	-0.4	-1.5	-1.7	2.3	-6.1	1.6	-0.6
O=[N+]([O-])c1cccc(S(=O)(=O)Nc2ccc3cn[nH]c3c2)c1	-2.5	1.6	3.3	8.6	-2.9	2.6	1.8	0.6	4.8
CN(CCO)c1c2c(nc3cc(-c4cccc(F)c4)nn13)CCCC2	-6.0	-0.6	1.8	4.8	-0.1	2.8	14.9	-2.4	0.8

The whole of this part (from the top)
SMILES	CHRM1 antagonist	M5 antag	CHRM4 agonist	CHRM1 PAM	CRFR2-BP ag	CHRM4 antagonist	M4 PAM	M5 ag	M5 PAM
COc1cc(OC)c(/C=N/NC(=O)c2ccncc2)c(OC)c1	-1.9	16.0	-0.4	-1.5	-1.7	2.3	-6.1	1.6	-0.6
O=[N+]([O-])c1cccc(S(=O)(=O)Nc2ccc3cn[nH]c3c2)c1	-2.5	1.6	3.3	8.6	-2.9	2.6	1.8	0.6	4.8
CN(CCO)c1c2c(nc3cc(-c4cccc(F)c4)nn13)CCCC2	-6.0	-0.6	1.8	4.8	-0.1	2.8	14.9	-2.4	0.8
CCNC(=O)COc1ccc(/C=N/NC(=O)c2cccnc2)cc1OC	-3.0	2.3	0.9	7.3	-1.4	9.2	1.4	5.2	8.1
Nc1nc(SCc2ccc3c(c2)OCO3)n[nH]1	-18.1	-8.5	1.4	5.3	-1.3	-0.5	8.7	-2.8	15.9
CC1(C)CC(=O)C2=C(C1)Nc1nc(SCCN3CCOCC3)[nH]c(=O)c1C2c1cccs1 (centres undefined)	-3.3	0.6	-0.3	3.1	-1.1	-10.7	4.9	-2.5	-0.4
Cc1cccc(C)c1C(O)c1ncc(-c2ccc(F)cc2)[nH]1 (centres undefined)	0.0	-7.7	2.3	0.8	.	-10.0	-2.5	-0.1	-1.4
O=C(NCCNc1ccc([N+](=O)[O-])cc1)c1cccs1	-18.9	4.8	1.6	9.6	0.5	3.0	0.6	1.9	2.9
CC(C)(C)NS(=O)(=O)c1ccc2nc(NC(=O)c3ccc(N4C(=O)CCC4=O)cc3)sc2c1	-4.4	-0.5	1.7	6.1	0.0	-2.1	1.9	-2.2	-3.4
CC(C)(C)n1cnc2cc(NC(=O)c3ccc(Cl)cc3)ccc21	-11.2	-11.6	0.9	5.7	0.8	1.1	1.5	0.8	2.2
N#Cc1nc(COc2ccc(Cl)cc2Cl)oc1N1CCOCC1	-7.1	-5.2	5.5	-3.4	-2.7	-3.2	-15.6	-3.7	-4.1
COc1ccccc1N1CCN(C(=O)c2cccc(N3C(=O)NC4CC3(C)Oc3ccccc34)c2)CC1 (centres undefined)	-5.8	-1.0	5.5	-2.0	-1.8	-2.2	-8.3	-2.6	-3.0
O=S(=O)(Nc1cc(Cl)ccc1-n1cncn1)c1ccccc1Cl	-5.1	1.1	3.7	6.8	-0.2	6.7	4.5	2.9	3.0
O=S1(=O)CCC(NS(=O)(=O)c2ccc3ccccc3c2)C1 (centres undefined)	2.2	2.8	1.2	-4.0	-0.3	6.8	-6.7	0.6	2.6
COC(=O)c1c(-c2ccccc2)csc1N	-8.5	-0.2	2.5	10.1	-6.8	12.5	-5.0	-1.4	1.7
COc1ccc(CNC(=O)O[C@@H]2C[C@H]3C(=O)N(c4ccccc4)C(=O)[C@H]3[C@@]3(CN(S(=O)(=O)c4ccc(C)cc4)C[C@H]3C)[C@@H]2O)cc1OC	-1.5	6.2	1.7	6.4	7.8	-5.2	3.4	-1.0	-4.9
O=C(COC(=O)c1cccs1)c1ccc2ccccc2c1	9.7	-3.9	-0.3	3.8	0.6	-1.6	5.9	-1.2	-5.5
CC(C)c1ccc(NC(=O)CCC(=O)NCc2ccco2)cc1	6.8	-1.5	0.2	-3.0	-0.6	-11.9	8.3	-1.7	-3.3
Cc1c(NC(=S)NC(=O)CSc2ccc(Cl)cc2)cccc1C(=O)O	-0.8	-9.8	0.3	6.4	-4.7	0.8	0.5	-3.0	4.8
CC(=O)c1sc(=S)n(Cc2ccccc2)c1C	12.9	16.2	12.8	-7.7	-9.7	9.3	-9.7	-5.2	-12.7
CC(=O)N/C(=N/c1nc(C)cc(C)n1)Nc1cc(C)cc(C)c1	-10.2	8.6	1.4	-3.1	-7.0	-3.7	-1.4	-1.6	-6.0
COC(=O)c1sc(NC(=O)CSc2nncs2)c(C(=O)OC)c1C	-27.7	-3.5	1.1	8.0	-0.5	-1.1	-0.6	-1.3	14.3
CC(C)c1ccc(NC(=S)Nc2ccc3cn[nH]c3c2)cc1	-2.2	0.4	0.9	-1.0	-5.5	-9.0	0.0	-10.5	9.0
O=[N+]([O-])c1cc([N+](=O)[O-])c(Oc2cc(Cl)cc(Cl)c2)cc1NN1CCCCC1	-7.6	7.8	-0.5	6.8	0.0	-3.1	7.3	-0.9	1.5
CNC(=S)NNC(=O)c1ccc2c(c1)OCO2	-2.0	1.5	1.7	-1.1	-1.5	1.2	-0.8	-6.4	-11.6
CCCN(CC(=O)Nc1ccccc1OC)Cc1c(O)ccc2ccccc12	-0.9	9.3	0.3	2.5	1.4	0.7	4.7	-2.2	-0.5
O=C(NCCCN1CCCC1=O)c1ccccc1NS(=O)(=O)c1ccc(Br)cc1	4.8	-5.0	0.7	4.2	-0.4	-1.7	9.7	-5.0	-4.2
O=C(Nc1ccc2c(c1)OCCO2)c1cccc(Cl)c1	-10.0	5.6	1.3	3.2	-2.6	-0.2	-3.1	-3.6	-3.4
CC1CCc2sc3ncnc(N4CCOCC4)c3c2C1 (centres undefined)	5.7	0.1	-0.1	1.8	0.1	7.6	-1.3	-1.6	-3.9
O=C(O)c1cccc(-c2ccc(/C=N/NC(=O)c3cccnc3)o2)c1	7.6	-4.2	0.3	-1.3	-1.5	-6.2	0.9	-1.0	-0.5
OC12CCCCC1C(c1ccc3c(c1)OCO3)N(Cc1ccccc1F)CC2 (centres undefined)	-10.8	-0.2	-0.9	10.0	-3.3	-2.1	8.2	2.9	3.0
C=C1CCN([C@H](C(=O)NCc2ccc(Cl)c(Cl)c2)C(C)C)S(=O)(=O)c2ccccc21	3.5	13.4	5.7	-0.7	3.7	-6.0	1.9	-2.0	-9.1
CC12c3ccccc3C(c3ccccc31)C1C(=O)N(Cc3cccnc3)C(=O)[C@H]12 (some centres undefined)	-4.5	-4.4	2.2	9.6	0.3	-3.0	3.2	-0.3	1.2
N#Cc1c(C(F)(F)F)cc(Cc2ccccc2)nc1SCC(=O)NCC(=O)O	-17.6	-1.9	2.9	16.0	-2.0	-10.1	6.8	2.1	-4.2
CCCCSc1nnc(CCCCCNC(=O)OC(C)(C)C)o1	-7.3	-6.2	0.4	9.0	1.5	-0.7	6.3	-0.2	5.1
O=C(/C=C/c1ccc(Cl)cc1)NC(=S)Nc1ccc(CN2CCOCC2)cc1	-8.6	3.4	5.8	-5.0	1.1	-1.1	2.5	-5.5	-9.0
CN1CCN(NC(=O)c2cc(S(=O)(=O)Nc3ccc(Cl)cc3)ccc2Cl)CC1	-16.2	-9.3	0.8	17.7	1.9	6.9	5.1	1.6	17.1
COc1cc2c(cc1OC)C(O)C(O)(CO)C(C(=O)O)C2c1cc(OC)c(OC)c(OC)c1 (centres undefined)	-12.3	-6.1	0.8	4.6	0.5	-8.8	4.5	1.3	7.2
C=CCn1c(SCC(=O)Nc2cc(C)on2)nnc1-c1ccccc1F	-6.8	-12.1	1.9	4.2	-1.3	1.9	7.2	0.6	13.9
COc1ccc(/C=N/n2c(C)nnc2C)c(OC)c1	-7.2	4.9	0.4	5.5	-1.5	1.0	-0.9	-0.2	-2.5
CCN(C[C@H]1N[C@@](Cc2ccccc2)(C(=O)OC)[C@H]2C(=O)N(C)C(=O)[C@@H]12)S(=O)(=O)c1ccc(C(F)(F)F)cc1	41.4*	0.1	17.1	-18.7	-1.9	-4.1	-8.7	3.0	-11.9
CC1=C2C3OC(=O)C(C)[C@@H]3CC[C@](C)(O)C2C2C3C4C5(C12)[C@H]1OC(=O)[C@@H](C)C1CC[C@]4(C)O[C@]5(C)[C@@H]3O (some centres undefined)	-0.6	-4.5	0.2	5.0	-0.6	-2.4	0.1	-2.4	4.8
Cc1cccc(C)c1C(=NCCN(C)C)c1ccccc1	75.0*	47.6*	2.5	-24.1	0.3	11.4	-44.0	-18.1	-31.3
O=C(NCc1cccnc1)c1ccccc1Br	0.4	-5.0	1.2	6.9	2.0	-20.2	20.4	2.0	-0.4
O=C1C=C(Nc2ccc(O)cc2)CC(c2ccco2)C1 (centres undefined)	-9.1	2.4	-0.1	5.0	2.6	-2.7	5.3	-2.4	0.2
CC1(C)CC2c3cccc(C(=O)O)c3C(=O)N2c2c1ccc1ccccc21 (centres undefined)	-11.2	2.6	0.2	6.5	-0.9	-8.6	2.9	-0.5	-3.8
COCCC(=O)N1CCCC(N2CCN(c3ccc(F)cc3)CC2)C1 (centres undefined)	6.5	-0.8	0.1	-2.0	-0.3	-2.6	-1.3	0.7	-0.9
Cn1cccc1C1NC(=O)c2c(sc3c2CCC(C(C)(C)C)C3)N1 (centres undefined)	3.9	2.2	0.6	3.3	-0.1	2.8	-5.9	-0.8	-3.6
Nc1cc(C(=O)OCC(=O)NCCC2=CCCCC2)ccc1Cl	4.0	2.6	3.2	3.5	-6.6	2.6	1.5	-6.1	1.3
OCCCc1nc2ccccc2n1Cc1ccccc1	-14.4	7.2	1.0	9.7	-0.5	3.9	-2.7	0.8	-1.6
COc1ccc(-c2noc(CCCOc3ccc(Cl)cc3Cl)n2)cc1	-20.4	-4.3	0.2	3.1	10.6	-6.1	-5.8	-1.8	3.4
O=[N+]([O-])c1ccccc1/C=N/NC1=NS(=O)(=O)c2ccccc21	-4.6	-3.7	1.1	11.4	5.3	12.2	1.9	-3.0	3.7
O=C(Nc1ncccc1Cl)c1ccccc1F	-3.8	-8.8	1.3	-3.2	-3.9	-19.3	19.4	-0.7	2.7
COc1cc(CCC(=O)Nc2cnc3ccccc3c2)cc(OC)c1OC	-2.0	-1.2	1.3	3.4	0.1	8.0	1.7	0.1	2.5
O=C(CSc1nnc(CNC(=O)c2c(F)cccc2F)o1)NCc1ccco1	-9.1	3.0	0.2	5.2	1.8	-3.1	-4.1	-3.0	-0.5
COc1ccc(C=O)cc1COc1ccc(Cl)cc1[N+](=O)[O-]	-4.5	6.2	-0.2	13.1	0.1	-1.8	4.9	-2.1	0.1
CCOC(=O)c1cc2sccc2n1CC(=O)Nc1ccc2c(c1)OCCO2	-0.7	0.2	2.8	-20.9	-0.3	11.3	-10.6	-5.8	-4.9
CCCCN(C)CCNC(=O)Cn1c(=O)sc2ccccc21	-13.6	-0.4	-0.5	0.7	-1.0	0.1	-4.8	-2.9	-1.8
Cc1ccc(C(=O)O)cc1NC(=O)CSc1nnc(-c2ccccc2F)n1C1CCCCC1	-11.1	8.9	0.1	10.8	0.2	-5.2	6.3	-2.6	10.0
